BioA inh = M. tuberculosis BioA enzyme inhibitors, primary screen, biochemical, plate reader, single point, HTS. 360,000 tested, 0.096% active. AID 602481, 2012. 7,8-diaminopelargonic acid synthase BioA (Mycobacterium tuberculosis). inhibition, % at 9.99 µM. purified M. tuberculosis BioA enzyme; in the data active = inhibition above about 40%
The depositor's hits bear a star.

SMILES | BioA inh
Cc1ccc(S(=O)(=O)Nc2ccc3c(c2)C(=O)N([C@@H](C)CO)C[C@@H](C)[C@H](CN(C)C(=O)NC(C)C)OCCCC[C@H](C)O3)cc1 | -2.7
C[C@@H]1CN([C@H](C)CO)C(=O)c2cc(C#CC3(O)CCCC3)cnc2O[C@@H]1CN(C)C(=O)C1CCCCC1 | -1.6
CCC(=O)Nc1ccc2c(c1)C(=O)N(C)C[C@H](OC)[C@@H](C)CN(Cc1ccncc1)[C@H](C)CO2 | -3.3
C[C@@H]1CCCCO[C@H](CN(C)C(=O)Nc2ccccc2)[C@H](C)CN([C@@H](C)CO)C(=O)c2cc(NS(=O)(=O)c3cn(C)cn3)ccc2O1 | 0.1
COc1ccc(S(=O)(=O)N(C)C[C@@H]2Oc3ncc(-c4ccc(F)cc4)cc3C(=O)N([C@H](C)CO)C[C@@H]2C)cc1 | -0.7
Cc1noc(C)c1NC(=O)Nc1ccc2c(c1)C(=O)N([C@H](C)CO)C[C@H](C)[C@@H](CN(C)CC1CCCCC1)O2 | -0.2
C[C@@H]1CCCCO[C@H](CN(C)C(=O)c2ccncc2)[C@H](C)CN([C@H](C)CO)C(=O)c2cc(NC(=O)c3ccncc3)ccc2O1 | -1.1
C[C@@H]1CN([C@H](C)CO)C(=O)c2cc(C#CC3(O)CCCC3)cnc2O[C@@H]1CN(C)C(=O)Nc1ccc2c(c1)OCO2 | 2.7
CS(=O)(=O)Nc1ccc2c(c1)[C@H]1C[C@@H](CC(=O)NCc3cccc(F)c3)O[C@@H](CO)[C@H]1O2 | 0.6
COCC(=O)N1C[C@@H](C)[C@@H](OC)CN(C)C(=O)c2ccc(NC(=O)c3cc(C)on3)cc2OC[C@@H]1C | 1.5
COc1ccccc1S(=O)(=O)N(C)C[C@@H]1OCc2ccccc2-c2ccccc2C(=O)N([C@@H](C)CO)C[C@@H]1C | 0.0
C[C@@H](NC(=O)C[C@@H]1CC[C@H]2[C@@H](COC[C@H](O)CN2C(=O)Nc2cccc(F)c2)O1)c1ccccc1 | 1.8
C/C=C/c1ccc([C@H]2[C@H]3CN(S(=O)(=O)c4cccc(C)c4)CCCCN3[C@H]2CO)cc1 | 3.5
COc1ccccc1-c1ccc([C@H]2[C@@H](CO)N(C(=O)c3cccc(F)c3)[C@H]2C#N)cc1 | 3.2
COc1cccc(S(=O)(=O)N[C@@H]2C=C[C@H](CC(=O)NC3CCC3)O[C@@H]2CO)c1 | 1.7
CN1C(=O)c2cc(NC(=O)Nc3cccc(Cl)c3)ccc2OC[C@@H]2O[C@@H](CC(=O)O)CC[C@@H]21 | 1.1
C[C@@H]1CN([C@H](C)CO)C(=O)c2cccc(NC(=O)NC3CCCCC3)c2O[C@@H]1CN(C)S(=O)(=O)c1ccc(F)cc1 | 1.2
O=S(=O)(c1ccccc1F)N1CC[C@@H]2[C@@H](CO)Nc3ccc(-c4cccc(F)c4)cc3[C@@H]21 | -1.3
CN1CCN(C(=O)[C@@H]2[C@@H](CO)[C@@H]3Cn4c(ccc(-c5cncnc5)c4=O)[C@@H]3N2CC2CCCC2)CC1 | -0.2
COc1cccc(NC(=O)N(C)C[C@@H]2Oc3cc(C#CC4(O)CCCC4)ccc3S(=O)(=O)N([C@H](C)CO)C[C@H]2C)c1 | 1.2
C[C@@H]1CCCCO[C@@H](CN(C)C(=O)Nc2ccc3c(c2)OCO3)[C@@H](C)CN([C@H](C)CO)C(=O)c2cc(NC(=O)Nc3ccc4c(c3)OCO4)ccc2O1 | -1.8
C[C@H]1CN([C@@H](C)CO)C(=O)c2cc(C#Cc3cccc(F)c3)cnc2O[C@@H]1CN(C)C(=O)c1ccccc1F | 0.5
O=C(C[C@@H]1CC[C@H]2NC[C@H](O)COC[C@@H]2O1)NC1Cc2ccccc2C1 | -0.8
CCC(=O)Nc1ccc2c(c1)C(=O)N(C)[C@@H]1CC[C@@H](CC(=O)O)O[C@@H]1CO2 | 0.8
Cc1noc(C)c1NC(=O)Nc1ccc2c(c1)C(=O)N([C@H](C)CO)C[C@H](C)[C@H](CN(C)C(=O)Nc1ccc(C(F)(F)F)cc1)O2 | 1.4

Two compounds drawn at random from the list so far, as already listed:
SMILES | BioA inh
CCC(=O)Nc1ccc2c(c1)C(=O)N(C)[C@@H]1CC[C@@H](CC(=O)O)O[C@@H]1CO2 | 0.8
Cc1noc(C)c1NC(=O)Nc1ccc2c(c1)C(=O)N([C@H](C)CO)C[C@H](C)[C@H](CN(C)C(=O)Nc1ccc(C(F)(F)F)cc1)O2 | 1.4

The listing picks up; the two compounds before the break are reprinted first.
SMILES | BioA inh
CCC(=O)Nc1ccc2c(c1)C(=O)N(C)[C@@H]1CC[C@@H](CC(=O)O)O[C@@H]1CO2 | 0.8
Cc1noc(C)c1NC(=O)Nc1ccc2c(c1)C(=O)N([C@H](C)CO)C[C@H](C)[C@H](CN(C)C(=O)Nc1ccc(C(F)(F)F)cc1)O2 | 1.4
CCC(=O)NC[C@@H]1[C@H](c2ccc(C3=CCCC3)cc2)[C@@H](CO)N1C(=O)C1CC1 | 2.7
COCC(=O)N(C)C[C@H]1Oc2cc(-c3cncnc3)ccc2S(=O)(=O)N([C@H](C)CO)C[C@@H]1C | 0.3
C[C@@H]1CCCCO[C@H](CN(C)C(=O)CCC(F)(F)F)[C@@H](C)CN([C@@H](C)CO)C(=O)c2cc(NC(=O)Cc3ccccc3)ccc2O1 | 1.7
C[C@H](CO)N1C[C@H](C)[C@@H](CN(C)C(=O)Nc2cccc3ccccc23)Oc2c(NC(=O)c3nc4ccccc4s3)cccc2C1=O | -1.3
C[C@H](CO)N1C[C@H](C)[C@H](CN(C)C(=O)c2ccncc2)Oc2ncc(C#CC3CCCCC3)cc2C1=O | -1.1
CCCC#Cc1cnc2c(c1)C(=O)N([C@H](C)CO)C[C@H](C)[C@H](CN(C)C(=O)Cc1ccccc1)O2 | 7.9
C[C@H](CO)N1C[C@H](C)[C@H](CN(C)Cc2ccccc2F)Oc2ncc(/C=C/c3ccccc3)cc2C1=O | 0.2
O=S(=O)(Cc1ccccc1)NCC[C@H]1CC[C@H](NS(=O)(=O)c2ccccc2)[C@H](CO)O1 | 0.7
CN(C)C(=O)C[C@H]1C[C@@H]2c3cc(N(C)C)ccc3O[C@@H]2[C@@H](CO)O1 | -2.8
C/C=C/c1cnc2c(c1)C(=O)N([C@H](C)CO)C[C@H](C)[C@H](CN(C)C(=O)Nc1ccc(C(F)(F)F)cc1)O2 | 3.9
Cc1noc(C)c1NC(=O)N(C)C[C@@H]1OCc2ccccc2-c2ccccc2C(=O)N([C@H](C)CO)C[C@H]1C | 0.0
CCNC(=O)[C@H]1[C@H](CO)[C@H]2Cn3c(ccc(-c4cncnc4)c3=O)[C@H]2N1C(=O)NC1CCCC1 | -1.3
C[C@H]1CN([C@@H](C)CO)C(=O)c2cc(NC(=O)Nc3ccccc3)ccc2O[C@@H]1CN(C)C(=O)NC1CCCCC1 | 1.9
C[C@@H]1CN([C@@H](C)CO)C(=O)Cc2cc(NC(=O)C3CC3)ccc2O[C@@H]1CN(C)S(=O)(=O)c1cn(C)cn1 | -1.3
C[C@@H](NC(=O)C[C@H]1C=C[C@@H](NC(=O)c2cccnc2)[C@H](CO)O1)c1ccccc1 | 4.2
O=C(NCC[C@@H]1CC[C@H](NS(=O)(=O)c2cccc(F)c2)[C@@H](CO)O1)C1CCOCC1 | 4.1
CC(C)C#Cc1cnc2c(c1)C(=O)N([C@@H](C)CO)C[C@@H](C)[C@@H](CN(C)C(=O)Nc1ccc(F)cc1)O2 | 3.0
Cc1ccc(S(=O)(=O)Nc2ccc3c(c2)C(=O)N([C@H](C)CO)C[C@@H](C)[C@@H](CN(C)C(=O)Nc2ccc(F)cc2)O3)cc1 | 0.3
Cc1noc(C)c1NC(=O)N(C)C[C@H]1Oc2c(NC(=O)Nc3ccc4c(c3)OCO4)cccc2C(=O)N([C@@H](C)CO)C[C@H]1C | 2.2
N#Cc1cccc(-c2ccc([C@@H]3[C@@H](CO)N4CCCCN(C(=O)Cc5ccncc5)C[C@H]34)cc2)c1 | 1.1
CC(C)C#Cc1ccc2c(c1)O[C@@H](CN(C)C(=O)c1ccccn1)[C@@H](C)CN([C@H](C)CO)S2(=O)=O | -3.0
COc1ccc(S(=O)(=O)N(C)C[C@@H]2Oc3ccc(NC(=O)Cn4cnnn4)cc3CC(=O)N([C@H](C)CO)C[C@@H]2C)cc1 | 4.1
CC(=O)N(C)C[C@H]1Oc2ncc(C#CC3(O)CCCC3)cc2C(=O)N([C@@H](C)CO)C[C@@H]1C | -1.9
COc1cccc(NC(=O)N[C@@H]2CC[C@@H](CC(=O)Nc3ccccc3)O[C@H]2CO)c1 | -0.5
CC=Cc1ccc2n(c1=O)C[C@H]1[C@H](CO)[C@@H](C(=O)NCCC)[C@@H]2N1CC1CCOCC1 (mixture of isomers) | -1.4

Compounds above containing a cyano group:
SMILES | BioA inh
COc1ccccc1-c1ccc([C@H]2[C@@H](CO)N(C(=O)c3cccc(F)c3)[C@H]2C#N)cc1 | 3.2
N#Cc1cccc(-c2ccc([C@@H]3[C@@H](CO)N4CCCCN(C(=O)Cc5ccncc5)C[C@H]34)cc2)c1 | 1.1

Molecules shown so far with a COOH group (2):
SMILES | BioA inh
CN1C(=O)c2cc(NC(=O)Nc3cccc(Cl)c3)ccc2OC[C@@H]2O[C@@H](CC(=O)O)CC[C@@H]21 | 1.1
CCC(=O)Nc1ccc2c(c1)C(=O)N(C)[C@@H]1CC[C@@H](CC(=O)O)O[C@@H]1CO2 | 0.8

Other structures follow.
SMILES | BioA inh
Cc1noc(C)c1S(=O)(=O)N(C)C[C@H]1Oc2ccc(NC(=O)NC3CCCCC3)cc2CC(=O)N([C@@H](C)CO)C[C@@H]1C | -0.7
N#C[C@H]1[C@@H](c2ccc(C#Cc3cccc(F)c3)cc2)[C@H](CO)N1C(=O)C1CCCC1 | -2.6
C[C@H](CO)N1C[C@H](C)[C@@H](CN(C)C(=O)c2ccccc2)Oc2cc(C3=CCCC3)ccc2S1(=O)=O | -1.1
COCC(=O)N(C)C[C@H]1Oc2cc(-c3cccc(F)c3)ccc2S(=O)(=O)N([C@@H](C)CO)C[C@H]1C | 0.4
O=C(c1cccnc1)N1CC[C@@H]2[C@@H](CO)Nc3ccc(-c4cccc(F)c4)cc3[C@@H]21 | 35
COCC(=O)Nc1ccc2c(c1)[C@@H]1C[C@@H](CC(=O)NC3CCCCC3)O[C@H](CO)[C@@H]1O2 | -0.1
C[C@H](CO)N1C[C@H](C)[C@H](CN(C)S(=O)(=O)c2ccc(F)cc2)Oc2c(NC(=O)NC3CCCCC3)cccc2C1=O | 2.3
CN(C)C(=O)c1ccc(-c2ccc([C@@H]3[C@H](C#N)N(C(=O)C4CCCC4)[C@H]3CO)cc2)cc1 | -7.5
C[C@@H]1CCCCO[C@@H](CN(C)CC2CC2)[C@H](C)CN([C@@H](C)CO)C(=O)c2cc(NC(=O)CCC(F)(F)F)ccc2O1 | 1.0
Cc1ccc(S(=O)(=O)Nc2ccc3c(c2)CC(=O)N([C@H](C)CO)C[C@H](C)[C@@H](CN(C)C(=O)Nc2ccc(C(F)(F)F)cc2)O3)cc1 | 1.7
CO[C@@H]1CN(C)C(=O)c2ccc(NS(=O)(=O)CC(F)(F)F)cc2OC[C@@H](C)N(CCC(F)(F)F)C[C@H]1C | -1.9
CCCNC(=O)C[C@@H]1CC[C@@H]2[C@H](COC[C@H](O)CN2C(=O)Nc2ccc3c(c2)OCO3)O1 | -1.3
CC(C)NC(=O)N(C)C[C@@H]1Oc2cc(-c3cncnc3)ccc2S(=O)(=O)N([C@@H](C)CO)C[C@@H]1C | -0.9
Cc1ccc(-c2cnc3c(c2)C(=O)N([C@@H](C)CO)C[C@H](C)[C@@H](CN(C)Cc2ccccc2F)O3)cc1 | 3.9
CC(C)NC(=O)NCC[C@H]1CC[C@@H](NS(=O)(=O)c2ccc(-c3ccccc3)cc2)[C@H](CO)O1 | 1.7
C[C@@H]1CN([C@@H](C)CO)C(=O)c2cc(C3=CCCC3)cnc2O[C@H]1CN(C)Cc1ccc(F)cc1 | 1.4
CCCC#Cc1ccc2c(c1)O[C@H](CN(C)C(=O)NC(C)C)[C@H](C)CN([C@H](C)CO)S2(=O)=O | -1.4
CCC(=O)N1[C@@H](CO)[C@@H](c2ccc(-c3ccccc3)cc2)[C@@H]1CN(CC)C(C)=O | 0.7
CCCC(=O)Nc1ccc2c(c1)OC[C@H](C)N(CCC)C[C@@H](C)[C@@H](OC)CN(C)C2=O | 2.3
Cc1ccc(S(=O)(=O)N(C)C[C@@H]2OCCCC[C@H](C)Oc3ccc(NS(C)(=O)=O)cc3C(=O)N([C@H](C)CO)C[C@@H]2C)cc1 | 1.9
COc1cccc(-c2ccc3n(c2=O)C[C@@H]2[C@@H](CO)[C@H](C(=O)NCCN4CCCCC4)N(C)[C@H]32)c1 | -1.0
C[C@H]1CCCCO[C@@H](CN(C)Cc2ccccc2)[C@@H](C)CN([C@@H](C)CO)C(=O)c2cc(NS(=O)(=O)c3cccs3)ccc2O1 | 0.4
O=C(C[C@H]1C=C[C@H](NC(=O)C2CC2)[C@H](CO)O1)NCc1ccccc1Cl | -5.0
COc1ccc(NC(=O)N[C@H]2CC[C@@H](CCNC(=O)Cc3ccncc3)O[C@@H]2CO)cc1 | -0.2
CC(=O)Nc1ccc2c(c1)C(=O)N(C)[C@@H]1CC[C@@H](CC(=O)NCc3ccccc3)O[C@@H]1CO2 | 12

The list continues:
SMILES | BioA inh
N#Cc1ccc(-c2ccc3c(c2)[C@H]2[C@H](CCN2C(=O)c2cccnc2)[C@@H](CO)N3)cc1 | 7.2
O=C(NC[C@H]1[C@H](c2ccccc2)[C@H](CO)N1CC1CCCC1)c1cccnc1 | 0.8
C[C@H](CO)N1C[C@H](C)[C@@H](CN(C)Cc2ccc(Oc3ccccc3)cc2)Oc2ccc(NC(=O)c3ccncc3)cc2C1=O | -3.2
Cc1cccc(S(=O)(=O)N2C[C@@H](O)COC[C@@H]3O[C@@H](CC(=O)NCc4ccc5c(c4)OCO5)CC[C@H]32)c1 | -0.8

A portion of the library (hit frequency here may not be typical).
